Giardia FBPA inh: inhibitors of Giardia lamblia fructose-1,6-bisphosphate aldolase; A8B2U2; purified Giardia FBPA; Potency, µM (doses to about 59.6 µM), for inactives: at the top dose activity, negative = inhibition, usual class: inhibitors; hit rate 0.71% among 290,000; note: potency is the fitted concentration of half-maximal effect; % is set by controls: 0 for no effect and ±100 for the full control effect; nearly all actives have a fitted effect of over 55% in size
Target sequence (A8B2U2 whole entry, looked up): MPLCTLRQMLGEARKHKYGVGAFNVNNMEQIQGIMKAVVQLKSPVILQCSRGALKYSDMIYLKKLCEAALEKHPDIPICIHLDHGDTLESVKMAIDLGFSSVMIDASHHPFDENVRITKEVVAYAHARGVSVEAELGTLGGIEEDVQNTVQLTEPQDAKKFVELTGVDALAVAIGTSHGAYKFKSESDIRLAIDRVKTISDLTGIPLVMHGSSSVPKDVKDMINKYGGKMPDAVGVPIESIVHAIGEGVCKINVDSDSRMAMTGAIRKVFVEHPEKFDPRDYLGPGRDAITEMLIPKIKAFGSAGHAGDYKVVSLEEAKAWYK
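40 nM FBPA preincubated 10 min at RT with compound (up to 57.5 uM final), then substrate plus GAPDH/TPI/NAD/arsenate coupling and diaphorase/resazurin added. Fluorescence read after 20 min at RT, 525/598 nm.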
AmpC inh detg: blocks E. coli AmpC beta-lactamase in detergent assay; P00811; AmpC hydrolysis of nitrocefin, absorbance 480 nm, 0.01% Triton; Potency, µM (series often up to 114 µM), inactives show at the highest dose activity change, negative = inhibition, usual class: inhibitors; hit rate 0.041% among 370,000; AID 485294;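 note: potency is the fitted concentration of half-maximal effect; 0% = no-compound wells and -100% = no-enzyme wells; nearly all actives have a fitted effect of over 25% in size; some results filed as inactive show a strong effect at the top dose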
Target sequence (P00811 whole entry, looked up): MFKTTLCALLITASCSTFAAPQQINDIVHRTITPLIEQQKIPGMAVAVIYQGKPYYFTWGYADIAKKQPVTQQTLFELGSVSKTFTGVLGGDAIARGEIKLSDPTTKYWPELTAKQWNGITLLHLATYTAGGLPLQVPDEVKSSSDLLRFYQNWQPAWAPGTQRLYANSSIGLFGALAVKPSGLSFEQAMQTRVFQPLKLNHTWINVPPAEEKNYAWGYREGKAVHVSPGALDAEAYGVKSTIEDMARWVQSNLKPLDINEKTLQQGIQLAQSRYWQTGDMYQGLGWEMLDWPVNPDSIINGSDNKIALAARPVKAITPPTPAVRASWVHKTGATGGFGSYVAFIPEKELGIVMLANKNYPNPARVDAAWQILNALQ
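20 mM phosphate pH 7.0 + 0.01% (detergent screen) or 0.0001% Triton X-100; 5.3 nM AmpC reagent; cpd preinc 15 min RT; nitrocefin (800 uM stock) to start; A480 q20 s × 4 min; Activity was normalised to no-enzyme and no-compound control wells.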
AmpC no deterg: blocks E. coli AmpC beta-lactamase in detergent-free assay; AmpC nitrocefin hydrolysis, absorbance 480 nm, 0.0001% Triton; Potency, µM (titrated, usually from 57.1 µM), inactives show at the highest dose activity change, negative = inhibition, most hits filed as inhibitors; hit rate 0.52% among 330,000;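 note: potency is the fitted concentration of half-maximal effect; plate controls were no compound for no effect and no enzyme for full effect; nearly all actives have a fitted effect of over 20% in size; some results filed as inactive show a strong effect at the top dose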
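AmpC (5.3 nM in the dispensed reagent) in 20 mM phosphate pH 7.0 with 0.01% (detergent screen) or 0.0001% Triton X-100 was preincubated with compounds for 15 min at room temperature. Nitrocefin was then added from an 800 uM solution, and hydrolysis was followed at 480 nm.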
HCMV antiviral: inhibitors of human cytomegalovirus; HFF cells, HCMV-luciferase reporter, 72 h; hits give low values; activity change, negative = inhibition, % at 57.5 µM; hit rate 4.5% among 410,000; in the data active = activity change below about -60%; inconclusive = no clear call, values can overlap the other calls; inactive = above about -39%; note: % is set by controls: 0 for no effect and ±100 for the full control effect
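Compounds were evaluated in HFFs infected with an HCMV luciferase reporter virus (MOI 1 PFU/cell). Luciferase in lysates collected 72 h post infection served as the replication measure.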
Shiga inhibitor: inhibitors of Shiga toxin in Vero cells; Vero cells, Shiga toxin protein synthesis inhibition reporter; inhibition, % at 38.7 µM; hit rate 9.2% among 290,000; in the data active = inhibition mostly above about 28%, no sharp cut-off; inactive = mostly below about 43%; note: 0% is about no effect
AMA1 RON2 block: disrupts binding of P. falciparum AMA1 to RON2; AlphaScreen AMA1-biotinylated RON2 peptide binding; Potency, µM (series often up to 58.2 µM), without a hit: at the top dose activity change, negative = inhibition, hits mostly inhibitors; hit rate 0.2% among 360,000; AID 720542;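 note: potency is the fitted concentration of half-maximal effect; 0% = vehicle wells and -100% = peptide control; nearly all actives have a fitted effect of over 45% in size; some results filed as inactive show a strong effect at the top dose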
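AMA1 (3D7) with his tag at 25 nM final met compounds first, then biotinylated RON2 peptide at 25 nM; detection used donor plus acceptor beads, 10 µg/mL apiece, read by AlphaScreen after 30 min at room temperature.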
Cycloheximide cs: affects cycloheximide protein synthesis inhibition readout, counter-screen; cell reporter, cycloheximide protein synthesis inhibition counterscreen; max response, %; hit rate 12% among 300,000; AID 2314; in the data active = max response mostly above about 13%, no sharp cut-off; inactive = mostly below about 14%; note: read at 38.3 µM for the half of the compounds with a filed dose; 0% is about no effect
* marks the source's active call; other numbers are inactive results; u = inconclusive; x = not tested or not shown; + = active, no number; [ ] = dose if it differs, or a comment. Unless noted, calls come from the whole dose curve; as a rule, active = well fitted curve in the direction sought with a large enough effect; inconclusive = small, poorly fitted or top-dose-only effect, or another doubt; inactive = no such curve, though single readings can be large; an effect the other way counts as inactive or inconclusive. Hits appear at their usual frequency, and some 16% of all compounds hit somewhere here.

SMILES	Giardia FBPA inh	AmpC inh detg	AmpC no deterg	HCMV antiviral	Shiga inhibitor	AMA1 RON2 block	Cycloheximide cs
Cc1c(CCOC(=O)C23CC4(C)CC(C)(CC(C)(C4)C2)C3)sc[n+]1CC(=O)c1ccccc1	0%	-8%	230%[activator]	-100*	-11	-8%	-7
COCCn1c(C)cc(C(=O)COc2ccc(C)nc2[N+](=O)[O-])c1C	-12%	-1%	-2%	-94*	57	8%	18
CN(/N=C/c1cccnc1)c1cnc2ccccc2n1	1%	u	-2%	233	64*	5%	47*
Cc1cccc2cc(CN(Cc3ccccc3)C(=S)NCCCN(C)C)c(=O)[nH]c12	6%	6%	30%	u	-6	-6%	-3
COc1ccccc1C(=O)Nc1ccccc1C(=O)NC1CCCCC1	x	5%	-20%	-30	-12	-21%	-3
COc1ccc(C)cc1S(=O)(=O)N1CCCCCC1	-1%	2%	-7%	-39	-8	-1%	1
COc1cc(C(=O)Nc2ccc(Br)cc2C(=O)c2cc(OC)c(OC)c(OC)c2)cc(OC)c1OC	-2%	u	0%	94	9	2%	-2
NS(=O)(=O)c1ccc(CCNC(=O)COC(=O)c2ccc([N+](=O)[O-])o2)cc1	x	x	-30%	5	x	-7%	x
Clc1ccc(CNc2ncccn2)cc1	11%	0%	-17%	u	43*	5%	26*
C[C@H](CO)N1C[C@H](C)[C@H](CN(C)S(=O)(=O)c2ccccc2)Oc2c(NS(C)(=O)=O)cccc2C1=O	x	x	-11%	3	x	0%	x
O=[N+]([O-])c1ccc(N/N=C/c2ccccc2)cc1	-9%	2%	-40%	-28	60*	4%	35*
CCCCCCN1C=CC=C/C1=C\C=C(C#N)C#N	-29%	0%	-21%	-8	-25	-17%	-3

Looked up above:
O=[N+]([O-])c1ccc(N/N=C/c2ccccc2)cc1 in AmpC inh detg shows 2%
Clc1ccc(CNc2ncccn2)cc1 in AmpC inh detg shows 0%

At a glance, some entries already given:
SMILES	Giardia FBPA inh	AmpC inh detg	AmpC no deterg	HCMV antiviral	Shiga inhibitor	AMA1 RON2 block	Cycloheximide cs
NS(=O)(=O)c1ccc(CCNC(=O)COC(=O)c2ccc([N+](=O)[O-])o2)cc1	x	x	-30%	5	x	-7%	x
Clc1ccc(CNc2ncccn2)cc1	11%	0%	-17%	u	43*	5%	26*
C[C@H](CO)N1C[C@H](C)[C@H](CN(C)S(=O)(=O)c2ccccc2)Oc2c(NS(C)(=O)=O)cccc2C1=O	x	x	-11%	3	x	0%	x
O=[N+]([O-])c1ccc(N/N=C/c2ccccc2)cc1	-9%	2%	-40%	-28	60*	4%	35*
CCCCCCN1C=CC=C/C1=C\C=C(C#N)C#N	-29%	0%	-21%	-8	-25	-17%	-3

The listing continues:
SMILES	Giardia FBPA inh	AmpC inh detg	AmpC no deterg	HCMV antiviral	Shiga inhibitor	AMA1 RON2 block	Cycloheximide cs
COc1ccc(/C=C/c2cc(OC)cc(=O)o2)cc1	4%	x	x	x	86*	x	49*
O=C(Nc1ccc(F)cc1)c1ccc(NC(=O)C2CCCO2)cc1 (stereo not given)	-5%	5%	-11%	x	73*	-5%	21*
CCN1CCN(c2ccc(NC(=O)c3ccc4c(c3)[nH]c(=O)n4Cc3ccc(F)cc3)cc2)CC1	1%	1%	67%[activator]	u	10	u	-3
N#CCCn1cc(C(=O)CN2C(=O)C(=O)N(C3CCCC3)C2=O)c2ccccc21	x	-12%	111%[activator]	-13	x	2%	x
Cc1cc(C)cc(OCCn2c(CCNC(=O)C3CCCCC3)nc3ccccc32)c1	x	4%	x	-29	-8	x	-3
O=C(NCCO)c1cc2c(s1)CCC2	1%	2%	-1%	-10	17	-17%	4
Oc1oc(-c2ccccc2)nc1/C=N/c1nccs1	-9%	u	-17%	-30	+	21%	33*
O=C(c1ccc(CS(=O)(=O)c2ccc(Br)cc2)o1)N1CCCCCC1	8%	4%	32%	u	3	-1%	-5
Cc1ccc(CN2CCNC(=O)C2CC(=O)NCCCn2cccn2)o1 (stereo not given)	-1%	-6%	-4%	0	-10	13%	-3
Cc1nc2ccc([N+](=O)[O-])cc2c(=O)n1Cc1ccc([N+](=O)[O-])cc1	-5%	-9%	-17%	16	-7	-2%	-2
COc1ccccc1NCC(=O)N1CCN(S(=O)(=O)c2ccccc2)CC1	x	10%	2%	0	x	5%	x
CCCCN(C(=O)CSc1nnnn1-c1ccccc1OC)C1CCS(=O)(=O)C1 (stereo not given)	x	u	49%	-12	x	-19%	x
COc1ccc2nc(/N=C/c3c(C)[nH]n(-c4ccc(C)cc4C)c3=O)sc2c1	2%	u	-14%	-20	-4	-13%	17
COC(=O)c1ccc(OC)cc1OCC(=O)N1CCN(c2ccc(F)cc2)CC1	0%	6%	74%[activator]	6	-12	5%	-6
CCOC(=O)c1ccc(CNC(=O)CSc2nnnn2-c2ccc(Cl)cc2)o1	13%	-1%	-2%	13	7	2%	2
O=C(Nc1ccc2c(c1)OCO2)c1cccs1	-20%	10%	x	33	197*	3%	61*
CCOC(=O)N1CCC(NC(=O)c2ccc3c(c2)N(C)CCS3)CC1	-7%	-5%	44%	-12	-5	0%	8
CCCC(=O)Nc1ccc(C(=O)NNC(=S)NC(=O)c2ccc(Br)o2)cc1	26%	u	-19%	-7	14	88%[activator]	-1
Cc1ccc(SC(C)C(=O)N2CCC(C(N)=O)CC2)cc1 (stereo not given)	3%	0%	-3%	21	-8	23%	0
Cc1cc(NC(=O)CCSc2nc(-c3ccco3)cc(C(F)(F)F)n2)n(-c2ccccc2)n1	5%	u	129%[activator]	u	3	1%	1
COc1ccc(C(=O)Nc2cc(OC)cc3cccnc23)cc1	0%	3%	-20%	138	4	10%	7
COc1ccccc1S(=O)(=O)n1cc(Cc2ccccc2)c(N)n1	1%	-1%	-13%	-5	3	6%	10
O=C1c2ccccc2NC(c2cccc(F)c2)N1Cc1ccccc1 (stereo not given)	1%	-3%	-45%	-28	-10	36%[activator]	-1
COc1ccc(CNC(=O)/C=C/C(=O)O)cc1	4%	0%	-11%	0	-8	0%	-2
Cc1cccc(NS(=O)(=O)c2cc(C(=O)N3CCOCC3)ccc2Cl)c1	-2%	-14%	13%	40	5	17%	9
CCC(CO)Oc1cc(NC(=O)c2ccc(C)cc2)c2ncn(C(C)C)c2c1 (stereo not given)	x	6%	-1%	-7	x	-8%	x
CC(C)c1ccc(N=C2N=C(N)c3ccccc32)cc1	-17%	-2%	-59%	0	118*	1%	80*
Cc1[nH]nc(-c2ccc(OCc3cnn(-c4ccccc4)c3)c(C)c2O)c1Oc1ccccc1	6%	-12%	-30%	32	-9	57%[activator]	-3
O=S1(=O)C2CC3C=CC2(O3)C(OCc2ccc(Cl)c(Cl)c2)C(Cc2ccccc2)N1Cc1ccc(Cl)c(Cl)c1 (stereo not given)	0%	x	x	x	2	x	-2
COc1ccc(OC)c(NC(=S)N2CCN(c3ccccn3)CC2)c1	0%	-6%	-35%	-28	-15	11%	0
CCOC(=O)c1cnn(-c2cc(C)cc(C)c2)c1N	0%	u	-23%	17	-6	1%	10
CNc1cnn(-c2ccc(C)cc2)c(=O)c1Cl	5%	u	-19%	39	81*	-2%	40*
CC(CNC(=O)C(=O)NC(C)CCc1ccccc1)Cc1ccccc1 (stereo not given)	6%	0%	-3%	14	-27	1%	-7
Cc1cccc(NC(=O)COc2ccc3c(c2)CCC3)n1	x	-14%	-14%	-6	x	-4%	x
Cc1ccc(CN2CCN(Cc3ccc4cc(F)ccc4n3)CC2CCO)o1 (stereo not given)	-12%	-5%	57%	-14	40	1%	0
COc1ccc(C(=O)C2CCCN(Cc3cccn3-c3ccccn3)C2)c(C)c1 (stereo not given)	5%	-4%	80%[activator]	u	-13	-3%	-2
Cc1cccc(N(CC(=O)NC(C)(C)C)C(=O)CCC(=O)Nc2ccccn2)c1	12%	-3%	10%	18	-5	7%	-2
CC(=O)Nc1ccc(S(=O)(=O)NCCC(=O)OCc2ccccc2F)cc1	x	-2%	-22%	-7	x	10%	x
NC(=O)NCCCC(=O)O	x	-4%	-8%	26	x	18%	x
COc1ccc(OC)c(S(=O)(=O)N2CCC(C(=O)N3CCOCC3)CC2)c1	5%	3%	-3%	-28	-8	-8%	-2
O=C(COc1ccc(Cl)cc1)N1CCN(S(=O)(=O)c2ccccc2)CC1	3%	-2%	6%	-32	-3	-5%	-3
CC(C)(C)NC(=O)CN1CCC(O)(c2ccccc2)CC1	3%	-12%	-6%	25	-5	-8%	3
CCN(CCCNC(=O)COc1cc(=O)n(CC)c2ccccc12)c1ccccc1	2%	u	133%[activator]	109	3	-23%	-1
CCC(CO)Oc1cc(NC(=O)c2cccc(F)c2)c2ncn(C(C)C)c2c1 (stereo not given)	x	x	-2%	-8	x	19%	x
CCc1nnc(NC(=O)CSc2nnc(C)n2-c2ccc(C)cc2)s1	2%	-3%	19%	-19	-10	14%	-7
COc1ccc(N(CC(=O)Nc2cccc(C)c2C)S(=O)(=O)c2c(C)n[nH]c2C)cc1	1%	-2%	119%[activator]	18	-16	-6%	-2
O=C(NNC(=O)c1sccc1-n1cccc1)Nc1ccc(F)cc1	4%	u	-30%	-38	-9	41%[activator]	3
CC1=C(C(=O)OC2CCCCC2)C(c2ccccc2Br)NC(=O)N1 (stereo not given)	13%	u	-13%	u	x	2%	-3
O=C(COC(=O)/C=C/c1ccccc1Cl)NCC1CCCO1 (stereo not given)	x	x	-11%	-18	x	-2%	x
CCCn1c(N)c(Sc2ccc([N+](=O)[O-])cc2)c(=O)n(CCC)c1=O	11%	4%	-15%	-28	37	-1%	1
O=C(c1ccccc1Cl)N1CCc2ccccc2C1	-6%	-3%	-15%	96	17	1%	9
CCOC(=O)c1oc2nc(C)c3c(c2c1N)CC(C)(C)OC3	-8%	-4%	-13%	35	-2	-15%	9
Cc1ccc(NC(=O)Cn2nc(C)c3ccccc3c2=O)cc1F	1%	u	-10%	30	-12	-5%	-4
COc1ccc(-c2c(C)oc3c(CN4CCCCC4C)c(O)ccc3c2=O)cc1OC (stereo not given)	0%	u	-34%	-11	-2	4%	-3
CC(=O)c1ccc(NC(=S)N2CCN(c3ccccn3)CC2)cc1	-1%	3%	-9%	-26	10	-6%	0
O=C(NC1CCCc2ccccc21)C12CC3CC(CC(O)(C3)C1)C2 (stereo not given)	1%	-7%	-1%	37	-13	20%	6
COc1ccc(/C=N/NC(=O)CCc2ccccc2)cc1O	x	u	-7%	88	-6	8%	19
O=C(COC(=O)COc1ccc(Cl)cc1Br)NC1CCCCCC1	x	-5%	9%	18	x	13%	x
O=S(=O)(Cc1ccc(Cl)cc1)C1CCCCC1O (stereo not given)	1%	-9%	-13%	57	13	4%	-2
CC(=O)Nc1ccc(S(=O)(=O)N(C)CC(=O)Nc2ccccc2N2CCCC2)cc1	x	u	29%	-12	x	8%	x

Source: PubChem (National Center for Advancing Translational Sciences (NCATS))
